# PrPC TRFRET: cell surface PrPC inhibition, primary TR-FRET screen | 370,000 compounds, 0.43% hits | TR-FRET read-out | AID 720596 | inhibition, % at 13.8 µM | P04156; in the data active = inhibition above about 24%; also: 0% = median of the test wells and 100% = reference compound wells
# Y pestis TopoI: inhibitors of Yersinia pestis topoisomerase I; activity, % at 10 µM; Y. pestis Topo-I cleavage product accumulation, plate reader; AID 504884; 360,000 compounds, 0.064% hits; in the data active = activity above about 50%, passing the limit was not always enough; also: inactives centre near 2
# MazEF act: activators of E. coli MazEF toxin-antitoxin RNase; P0AE70; AID 504720; FAM/BHQ RNA-DNA oligo cleavage fluorescence, 5 h; 350,000 compounds, 0.32% hits; activation, % at 20 µM; in the data active = activation above about 50%
# Target sequence (P0AE70 whole entry, looked up): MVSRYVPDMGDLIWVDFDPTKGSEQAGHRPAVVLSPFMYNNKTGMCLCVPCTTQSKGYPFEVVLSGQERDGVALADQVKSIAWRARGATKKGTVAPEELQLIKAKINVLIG
# CCHFV vOTU inh: blocks the CCHF virus ovarian tumor domain protease; CCHFV vOTU protease, Pep-AMC fluorescence; inhibition, % at 11.5 µM; 370,000 compounds, 0.55% hits; in the data active = inhibition above about 30%; also: 0% = vehicle wells with enzyme and 100% = no enzyme wells
# DUSP3 inh: inhibitors of human VHR1 phosphatase (DUSP3) | P51452 | recombinant VHR phosphatase, pNPP absorbance | inhibition, % at 13.3 µM | 290,000 compounds, 0.52% hits | AID 1654; in the data active = inhibition above about 50%; also: some compounds called inactive have numbers as strong as hits
# Target sequence (P51452 whole entry, looked up): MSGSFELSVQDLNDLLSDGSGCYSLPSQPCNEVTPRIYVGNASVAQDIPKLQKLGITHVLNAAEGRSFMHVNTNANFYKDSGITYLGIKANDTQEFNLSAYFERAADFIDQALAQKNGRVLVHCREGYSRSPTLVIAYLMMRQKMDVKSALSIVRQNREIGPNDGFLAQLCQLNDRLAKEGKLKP
# PriA SSB inh: inhibitors of Klebsiella pneumoniae PriA binding to SSB C-terminal tail | AID 1272365 | AlphaScreen SSBct-PriA binding, biotinylated peptide | inhibition, % at 33 µM | 430,000 compounds, 0.6% hits; in the data active = inhibition mostly above about 37%, no sharp cut-off; inactive = mostly below about 20%;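 also: plate controls were negative control peptide for no effect and reference peptide for full effect; strong numbers were not always called active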
# Vc quorum ag: inducers of Vibrio cholerae quorum light production without autoinducers; V. cholerae BH1578 lux reporter, luminescence, 6 h; activation, % at 18.7 µM; 350,000 compounds, 0.16% hits; in the data active = activation mostly above about 9.7%, no sharp cut-off; also: not every result past the cut was called active; inactives centre near 0; reference of the scale not given here
# TcdB inh: inhibitors of Clostridioides difficile toxin B glycohydrolase. P18177. AID 652162. inhibition, % at 9.99 µM. TcdB glycohydrolase enzymatic assay, plate reader. 350,000 compounds, 0.24% hits; in the data active = inhibition above about 10%
# Rv3671c protease: Rv3671c (M. tuberculosis) protease inhibition. AID 2606. P9WHR9. 320,000 compounds, 0.048% hits. inhibition, % at 5.96 µM; in the data active = inhibition above about 38%;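 also: extracellular domain of Rv3671c used as enzyme; 0% = enzyme with DMSO and 100% = no enzyme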
# Target sequence (P9WHR9 whole entry, looked up, the tested form may be a part): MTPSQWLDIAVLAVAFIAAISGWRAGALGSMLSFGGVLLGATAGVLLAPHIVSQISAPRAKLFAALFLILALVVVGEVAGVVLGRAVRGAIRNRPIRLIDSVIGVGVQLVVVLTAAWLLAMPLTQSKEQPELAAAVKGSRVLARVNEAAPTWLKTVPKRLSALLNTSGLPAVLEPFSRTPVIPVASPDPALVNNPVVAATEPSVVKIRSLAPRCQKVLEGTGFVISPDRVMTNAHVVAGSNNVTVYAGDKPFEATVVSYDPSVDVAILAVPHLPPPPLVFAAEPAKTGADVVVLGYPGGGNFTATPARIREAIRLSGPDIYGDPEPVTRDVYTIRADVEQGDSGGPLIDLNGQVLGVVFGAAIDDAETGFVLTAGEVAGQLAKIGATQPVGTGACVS
# 3CLpro inhibitor: SARS-CoV 3CLpro protease inhibition; recombinant SARS-CoV 3CLpro, quenched FRET peptide cleavage; inhibition, % at 6 µM; 290,000 compounds, 0.14% hits; AID 1706; in the data active = inhibition above about 12%
# Numbers without * were called inactive; i = inactive; x = not tested or not shown; & = joins results of further samples.
nr	SMILES	PrPC TRFRET	Y pestis TopoI	MazEF act	CCHFV vOTU inh	DUSP3 inh	PriA SSB inh	Vc quorum ag	TcdB inh	Rv3671c protease	3CLpro inhibitor
1	Clc1ccc(-c2ccnc(Oc3ccc4ccccc4c3)n2)cc1	1	-4	-5	-6	20	-6	i	x	-6	-6
2	COc1cc([N+](=O)[O-])ccc1NC(=O)Nc1ccc(C(=O)N2CCCC2)cc1	-2	1	1	6	9	2	-0.8	0.5	-5	-2
3	COc1ccc(S(=O)(=O)N/N=C\c2ccc3c(c2)OCO3)cc1	x	-4	-19	x	26	x	-0.4	1.1	3	2
4	Fc1ccccc1-c1csc(=Nc2cccnc2)n1CC1CCCO1 (configuration not stated)	13	-4	8	5	1	7	-0.2	0.0	4	1
5	NC1=C(Cl)C(=O)c2ccc(S(N)(=O)=O)cc2C1=O	34*	-11	4	103*	x	-3	-1.2	0.0	x	x
6	COc1cc2c(cc1OC)CN(S(=O)(=O)c1cccs1)CC2	4	1	-1	14	24	-19	-0.2	x	-2	3
7	C=CCC1(CC=C)CCCN1C(=O)c1cc(COc2ccc(F)c(F)c2)on1	-7	32	-6	17	-31	-25	-1.8	2.2	1	6
8	O=S(=O)(Nc1ccc(Cc2ccncc2)cc1)c1ccc(Br)cc1	36*	-12	3	-6	16	-5	i	x	-12	-4
9	Cc1cc(S(=O)(=O)N2CCN(CC(=O)NC(C)(C#N)C3CC3)CC2)ccc1Br (configuration not stated)	0	29	3	20	x	-1	-0.4	-0.6	x	x
10	O=c1[nH][nH]c(C(F)(F)F)c1C=Nc1ccccc1Cl	-2	0	3	-10	4	-7	i	x	6	2
11	CCOC(=O)C1(Cc2cccc(OC)c2)CCN(Cc2cccc(OC)c2OC)CC1	2	18	0	2	4	-8	i	1.0	4	-2
12	Cc1cc2cc(C(c3nnnn3Cc3ccco3)N3CCc4ccccc4C3)c(=O)[nH]c2cc1C (configuration not stated)	-1	18	16	61*	-19	9	i	x	-14	-2
13	N/N=C(\c1ccccc1)C12CN3CN(CN(C3)C1)C2	6	4	6	2	-7	x	-2.0	0.4	-6	5
14	CC(=O)Nc1ccccc1NC(=O)C/C(C)=N/NC(=O)c1ccccn1	-4	1	2	-2	13	x	i	0.5	-5	-4
15	CCCC(=O)Nc1c(C(=O)OCC)oc2ccccc12	3	1	5	-10	19	-3	i	1.3	6	1
16	CCc1c(C(=O)NNC(=S)Nc2ccc(S(=O)(=O)Nc3ncccn3)cc2)csc1C	7	1	3	19	27	-11	i	0.1	2	-5
17	CC(C(=O)NCCCc1ccccc1)n1cccc1C(=O)c1ccccc1 (configuration not stated)	3	32	1	-8	61	-10	i	-0.4	-16	-3
18	CC1Cc2ccccc2N1C(=O)CSc1nn2c(=O)c(C(C)(C)C)nnc2s1 (configuration not stated)	0	23	-2	-2	13	8	-0.9	0.5	-4	2
19	Cc1cccc(NC(=O)COc2coc(CN3CCc4ccccc4C3)cc2=O)c1	6	-2	-7	-8	x	-10	1.4	0.3	-1	x
20	CCOc1ccc(CCNC(=O)C2CCN(S(=O)(=O)CC)CC2)cc1OCC	-6	6	-3	8	13	-11	i	x	0	4
21	Oc1c(C(c2ccc(F)cc2)N2CCc3ccccc3C2)sc2ncnn12 (configuration not stated)	-6	16	0	-2	12	-8	-1.5	0.9	6	1
22	Cc1ccc(-n2nc(-c3ccco3)cc2C(=O)O)cc1	0	-3	-6	6	34	-7	i	0.7	5	3
23	FC(F)(F)c1nc2ccccc2c2nc3ccccc3n12	5	-2	3	5	-2	-7	-0.1	1.9	-7	-2
24	O=C(COc1cc2oc(=O)c3c(c2cc1Cl)CCC3)Nc1cccnc1	-3	-6	16	6	6	-2	i	3.5	-13	-4
25	O=C(C[C@@H]1C/C=C/CC[C@@H](Cc2ccc(F)cc2)C(=O)OC[C@H](Cc2ccccc2)NC1=O)N[C@H](CO)Cc1ccccc1	-6	15	-2	14	x	-8	i	0.1	-3	x

# 3 structures from above, sorted by molecular weight, largest number first.
nr	SMILES	PrPC TRFRET	Y pestis TopoI	MazEF act	CCHFV vOTU inh	DUSP3 inh	PriA SSB inh	Vc quorum ag	TcdB inh	Rv3671c protease	3CLpro inhibitor
12	Cc1cc2cc(C(c3nnnn3Cc3ccco3)N3CCc4ccccc4C3)c(=O)[nH]c2cc1C (configuration not stated)	-1	18	16	61*	-19	9	i	x	-14	-2
18	CC1Cc2ccccc2N1C(=O)CSc1nn2c(=O)c(C(C)(C)C)nnc2s1 (configuration not stated)	0	23	-2	-2	13	8	-0.9	0.5	-4	2
2	COc1cc([N+](=O)[O-])ccc1NC(=O)Nc1ccc(C(=O)N2CCCC2)cc1	-2	1	1	6	9	2	-0.8	0.5	-5	-2

# Back to the main list, repeating the 4 entries before the break.
nr	SMILES	PrPC TRFRET	Y pestis TopoI	MazEF act	CCHFV vOTU inh	DUSP3 inh	PriA SSB inh	Vc quorum ag	TcdB inh	Rv3671c protease	3CLpro inhibitor
22	Cc1ccc(-n2nc(-c3ccco3)cc2C(=O)O)cc1	0	-3	-6	6	34	-7	i	0.7	5	3
23	FC(F)(F)c1nc2ccccc2c2nc3ccccc3n12	5	-2	3	5	-2	-7	-0.1	1.9	-7	-2
24	O=C(COc1cc2oc(=O)c3c(c2cc1Cl)CCC3)Nc1cccnc1	-3	-6	16	6	6	-2	i	3.5	-13	-4
25	O=C(C[C@@H]1C/C=C/CC[C@@H](Cc2ccc(F)cc2)C(=O)OC[C@H](Cc2ccccc2)NC1=O)N[C@H](CO)Cc1ccccc1	-6	15	-2	14	x	-8	i	0.1	-3	x
26	Cc1[nH]c2ccccc2c1/C=N/NC(=O)Cc1cccs1	6	-2	0	9	-8	x	-0.6	x	0	-3
27	Cc1cc(=O)n2c3ccccc3n(CC(O)CN3CCOCC3)c2c1C#N (configuration not stated)	1	-2	1	-8	22	-6	-0.1	1.5	1	5
28	O=C(O)c1ccc2cccnc2c1O	-4	-11	8	0	19	11	-0.5	1.2	4	3
29	CC(=O)Nc1ccccc1/C=C/c1ccc2c(C)ccc(O)c2n1	-11	-4	6	18	1	-2	-0.2	1.3	6	1
30	COc1cc2c(cc1OC)C(C)N(CC(=O)Nc1ccc(S(=O)(=O)N3CCCC3)cc1)CC2 (configuration not stated)	3	13	0	1	-14	15	i	-0.2	-3	-3
31	O=C1/C(=C/c2ccncc2)SC(=S)N1Nc1ccccc1	9	-12	8	-13	4	3&0	0.2	-1.8	2	-1
32	O=C(O)c1cc(S(=O)(=O)N2CCCCC2)sc1Cl	-6	8	-2	-1	2	6	i	0.3	-15	1
33	CC(OC(=O)CN1C(=O)c2ccccc2C1=O)C(=O)NC1CCCCC1 (configuration not stated)	3	3	11	5	21	-7	-0.3	-0.3	-6	-1
34	Cc1cc(C)c(N(C(=O)Cn2nnc3ccccc32)C(C(=O)NC(C)(C)C)c2ccsc2)c(C)c1 (configuration not stated)	-1	24	0	17	6	6	i	x	2	43*
35	COc1ccc(NC(=O)CCc2nnc3ccc(N4CCC(C)CC4)nn23)cc1	-1	15	6	7	27	-3	-0.2	0.9	-3	-4
36	c1ccc(-n2cnnc2SCc2cn3cccnc3n2)cc1	0	-1	-11	-108	21	4	3.7	x	-11	3
37	CC1(C)CN(S(=O)(=O)OCC(Cl)(Cl)Cl)C(=O)N1	2	-7	0	23	13	-16	-0.4	-5.5	6	-2
38	CCOC(=O)C1CCN(C(=O)CNC(=O)c2nn(-c3ccc(OC)c(OC)c3)c(=O)c3ccccc23)CC1	-6	9	8	6	5	-7	-0.3	1.7	1	3
39	O=S(=O)(c1cccs1)N1CCC(CO)(Cc2ccc(Cl)cc2)CC1	12	3	-3	26	21	-24	i	0.7	-1	5
40	O=C(COc1ccc(S(=O)(=O)N2CCCC2)cc1)N1CCCCC1	-2	0	2	-9	21	-1	i	0.9	4	5
41	Cc1ccc(NC(=O)C(C)OC(=O)c2nc(Cl)ccc2Cl)cc1S(=O)(=O)N1CCOCC1 (configuration not stated)	8	9	-3	3	x	-4	i	0.5	x	x
42	CC(C)NC(=O)Cn1c(SCC(=O)c2ccc(F)cc2)nc2ccccc21	-1	-5	2	-3	12	-12	i	x	-2	-1
43	Cc1c(C)n2c(SCC(=O)NC3CCCC3)nnc2[nH]c1=O	1	5	0	0	x	3	i	-0.8	3	x
44	COc1ccc(-c2csc(NC(=S)NC(=O)c3cc4ccccc4o3)n2)cc1Br	5	2	-1	-6	-13	-9	-5.6	2.9	-4	-2
45	Cc1ccc(S(=O)(=O)NN=Cc2c(O)ccc3ccccc23)cc1	-7	7	-1	25	x	x	i	-0.8	x	x
46	CC(c1ccccc1)N1C(=O)c2ccc(C(=O)NCc3ccco3)cc2C1=O (configuration not stated)	-7	26	0	3	4	-7	i	x	x	1
47	Cc1cccc(C)c1-n1nnnc1C(C)(C)N1CCN(N=O)CC1	0	11	8	0	-7	-1	i	1.7	1	5
48	CCc1cc(=O)oc2cc(OCC(=O)N(CC)CC)c(Cl)cc12	-7	5	3	4	8	9	-0.4	1.7	6	-4
49	COc1ccc(OC)c(NC(=O)C(=O)N/N=C(\C)CC(=O)Nc2ccc(Cl)cn2)c1	-5	10	5	10	-13	x	-0.3	-0.4	4	3
50	C#CCNC(=O)C1=C[C@@H](c2ccccc2)C[C@@H](OCc2ccc(CO)cc2)O1	1	14	2	1	12	6	-0.6	0.3&0.7	-6	0
51	CC(C)CC1(C2CCCC2)NC(=O)NC1=O (configuration not stated)	-4	-3	6	11	x	-9	i	0.7	x	x
52	COCCN1C(=S)NC(c2cccc(C(F)(F)F)c2)C(C(=O)N2CCOCC2)=C1C (configuration not stated)	-6	-6	2	6	17	-12	i	0.8	-1	-4
53	Cc1cccc(NC(=O)C2CCCN2C(=O)NC2CCCCC2)c1 (configuration not stated)	5	-2	-1	3	-14	1	-0.3	3.3	0	1

# Source: PubChem (several laboratories)

# These rows are one share of the data; rates above refer to the full screens.
